# rTrxR1 inhibitor – blocks rat thioredoxin reductase 1; recombinant rTrxR1, NADPH fluorescence consumption, selenite substrate; O89049; Potency, µM (doses to about 114 µM), inactives show at the top dose activity change, negative = inhibition, most hits filed as inhibitors; 1% of 390,000 active; further: on the % scale 0 is the no-effect control and ±100 the full control effect; nearly all actives have a fitted effect of over 65% in size
#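 Rat TrxR1 (90 nM in the dispensed reagent) was pre-reduced with 400 uM NADPH for 5 min at room temperature, then incubated with compound for 15 min. After 400 uM selenite was added, NADPH fluorescence (Ex 340/Em 450 nm) was followed for 8 min.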
# USP1-UAF1 inh – blocks the human USP1/UAF1 deubiquitinase complex; Potency, µM (titrated, usually from 57.1 µM), for inactives: at the highest dose activity change, negative = inhibition, usual class: inhibitors; recombinant USP1/UAF1, Ub-Rhodamine cleavage fluorescence; 0.23% of 390,000 active; O94782; further: on the % scale 0 is the no-effect control and ±100 the full control effect; nearly all actives have a fitted effect of over 60% in size; inactives centre near -12
#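 High-throughput fluorogenic screen: 1nM USP1/UAF1 complex, Ub-Rho substrate 150nM final, 50mM HEPES pH 7.8 with 0.5mM EDTA, 0.1 mg/ml BSA, 1mM TCEP and 0.01% Tween-20.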
# Vif-APOBEC3G blk – Vif-A3G binding inhibition | Q9HC16 | 0.076% of 410,000 active | Potency, µM (series often up to 46.1 µM), inactives show at the top dose activity, negative = active, actives largely listed as inhibitors | HeLa A3G-eYFP + Vif (tagged APOBEC3G with the HIV-1 protein that degrades it), YFP fluorescence, overnight;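 further: on the % scale 0 is the no-effect control and ±100 the full control effect; nearly all actives have a fitted effect of over 60% in size; hits raise eYFP signal because A3G escapes Vif-driven loss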
# Target sequence (Q9HC16 whole entry, looked up): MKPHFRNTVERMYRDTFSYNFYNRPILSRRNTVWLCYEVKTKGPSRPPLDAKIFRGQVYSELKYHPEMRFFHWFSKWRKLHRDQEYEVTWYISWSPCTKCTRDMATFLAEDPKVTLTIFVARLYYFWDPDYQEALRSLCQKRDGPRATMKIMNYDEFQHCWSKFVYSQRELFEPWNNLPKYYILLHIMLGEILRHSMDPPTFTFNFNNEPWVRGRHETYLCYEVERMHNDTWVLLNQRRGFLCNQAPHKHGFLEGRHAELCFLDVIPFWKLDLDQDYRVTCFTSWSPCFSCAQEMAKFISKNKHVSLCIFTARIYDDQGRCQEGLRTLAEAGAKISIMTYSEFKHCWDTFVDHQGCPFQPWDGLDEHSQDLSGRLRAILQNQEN
#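 HeLa cells stably expressing Vif and C-terminally eYFP-tagged A3G, seeded overnight at 37 deg C, then exposed to compound by pintool overnight at 37 deg C. Rise in yellow fluorescence (Ex 488/Em 500-530, Acumen) marks blocked Vif-driven A3G degradation.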
# mIDH1 inhibitor – inhibitors of human mutant IDH1 R132H; IDH1-R132H enzyme, NADPH consumption, diaphorase/resazurin fluorescence; 0.093% of 390,000 active; Potency, µM (doses to about 76.6 µM), for inactives: at the top dose activity change, negative = inhibition, actives largely listed as inhibitors; further: on the % scale 0 is the no-effect control and ±100 the full control effect; nearly all actives have a fitted effect of over 65% in size
# Target sequence (O75874 whole entry R132H, stated change not applied): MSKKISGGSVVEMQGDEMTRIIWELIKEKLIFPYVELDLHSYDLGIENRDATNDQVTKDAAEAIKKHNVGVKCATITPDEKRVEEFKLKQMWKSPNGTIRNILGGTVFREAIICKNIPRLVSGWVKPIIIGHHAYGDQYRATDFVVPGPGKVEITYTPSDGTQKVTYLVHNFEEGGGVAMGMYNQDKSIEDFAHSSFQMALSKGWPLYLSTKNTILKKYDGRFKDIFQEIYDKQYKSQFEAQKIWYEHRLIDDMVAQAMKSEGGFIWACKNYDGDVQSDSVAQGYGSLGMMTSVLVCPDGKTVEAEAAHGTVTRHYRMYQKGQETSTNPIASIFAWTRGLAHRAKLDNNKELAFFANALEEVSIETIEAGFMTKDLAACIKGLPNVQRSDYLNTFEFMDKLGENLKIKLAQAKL
#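 IDH1-R132H (0.5 ug/mL) preincubated 30 min with compound, then NADPH (0.016 mM) and alpha-KG (2 mM) added; 80 min at RT, pH 7.5. Remaining NADPH coupled via diaphorase/resazurin to fluorescence (540/590 nm); concentration-response curves normalized to no-enzyme control.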
# RGS4 inhibitor – blocks human RGS4-accelerated GTP hydrolysis; 0.039% of 390,000 active; AID 504845; P49798; Transcreener GDP fluorescence polarization, RGS4-accelerated GTP hydrolysis; Potency, µM (titrated, usually from 114 µM), for inactives: top-dose activity change, negative = inhibition, most hits filed as inhibitors; further: on the % scale 0 is the no-effect control and ±100 the full control effect; nearly all actives have a fitted effect of over 75% in size; some results filed as inactive show a strong effect at the top dose
# Target sequence (P49798 whole entry, looked up): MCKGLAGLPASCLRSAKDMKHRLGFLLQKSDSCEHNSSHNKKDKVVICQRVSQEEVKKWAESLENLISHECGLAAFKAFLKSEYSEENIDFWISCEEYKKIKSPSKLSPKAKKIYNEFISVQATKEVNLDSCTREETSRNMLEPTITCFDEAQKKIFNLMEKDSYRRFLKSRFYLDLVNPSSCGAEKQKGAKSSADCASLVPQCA
#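 MLSMR compounds (23 nl, pin-transferred) preincubated 10 min at room temperature with a 500nM (2x) first reagent, then RGS4 at 900nM (2x) plus Transcreener GDP mix added; fluorescence polarization (620/688 nm) read before and after 90 min at 30 °C.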
# RXFP1 agonist – agonists of human relaxin receptor RXFP1 | HEK293T-RXFP1 cAMP TR-FRET, 30 min; response scale: percent of porcine relaxin response, buffer zero | Q9HBX9 | 0.3% of 370,000 active | Potency, µM (doses to about 57.5 µM), without a hit: at the top dose activation, actives largely listed as activators; further: on the % scale 0 is the no-effect control and ±100 the full control effect; nearly all actives have a fitted effect of over 60% in size; many of its hits are not listed in these tables
#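 HEK293 cells stably expressing RXFP1, treated 30 min at 37C with compounds plus PDE4 inhibitor Ro 20174; cAMP measured by HTRF TR-FRET. Normalized to buffer and 29 nM porcine relaxin; EC50 by Hill fit.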
# ALOX12 inh – ALOX12 (human) lipoxygenase inhibition. P18054. purified 12hLO, xylenol orange hydroperoxide absorbance. Potency, µM (titrated, usually from 108 µM), without a hit: at the highest dose activity change, negative = inhibition, hits mostly inhibitors. 1.1% of 580,000 active. AID 1671190; further: on the % scale 0 is the no-effect control and ±100 the full control effect
#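 Hydroperoxide product was detected by ferrous iron/xylenol orange as the 573 to 405 nm absorbance ratio. Arachidonic acid at 40 uM (final) was turned over for 30 min at room temperature by 150 nM human 12hLO, pH 7.0 Hepes buffer, after 15 min compound preincubation.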
# TrxR1 substrate – rat thioredoxin reductase 1 substrate activity | purified TrxR1 substrate turnover, NADPH consumption readout | AID 588456 | O89049 | Potency, µM (highest dose often 114 µM), for inactives: top-dose activity change, negative = substrate turnover | 0.01% of 390,000 active; further: on the % scale 0 is the no-effect control and ±100 the full control effect; nearly all actives have a fitted effect of over 50% in size
#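 Rat TrxR1, dispensed at 90 nM, was prereduced with 400 uM NADPH (final) for 5 min at ~22 deg C, then incubated with compound 15 min before 400 uM selenite. A first-read NADPH fluorescence drop versus no-compound background flagged substrates.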
# Vif-A3F inh – inhibitors of Vif-A3F interaction | HeLa A3F-eYFP + Vif (tagged APOBEC3F with the HIV-1 protein that degrades it), YFP fluorescence increase | Potency, µM (titrated, usually from 46.1 µM), without a hit: at the highest dose activity, negative = active | 0.2% of 390,000 active | AID 602313; further: % of control where 0% means no effect; nearly all actives have a fitted effect of over 65% in size
#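 HeLa cells stably expressing A3F-eYFP plus Vif, plated and incubated overnight at 37 deg C, then exposed to compounds overnight at 37 deg C. Blocked degradation read as raised yellow fluorescence (Ex 488/Em 500-530).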
# * hit, by the source's call; ? = inconclusive; . = no result given; & = joins results of further samples; ! = a repeat was not active; [ ] = remark or other dose. The call rests on the fitted dose curve; in most records, active means well fitted curve in the direction sought with a large enough effect; inconclusive means small, poorly fitted or top-dose-only effect, or another doubt; inactive means no such curve, though single readings can be large; an effect the other way counts as inactive or inconclusive. Potency means the concentration at half of the fitted maximal effect. Some of the compounds tested; rates above refer to the full screens.
SMILES,rTrxR1 inhibitor,USP1-UAF1 inh,Vif-APOBEC3G blk,mIDH1 inhibitor,RGS4 inhibitor,RXFP1 agonist,ALOX12 inh,TrxR1 substrate,Vif-A3F inh
CCOc1cc(N2CCOCC2)c(OCC)cc1NC(=O)COC(=O)c1ccccc1C,20%,-21%,6%,-1%,-18%,2.7%,-8%,1%[57.1 µM],3%
Cc1ccc(NC(=O)CCS(=O)(=O)c2ccccc2)cc1S(=O)(=O)N1CCOCC1,6%[57.1 µM],4%,0%,-5%,-4%,-1.3%,2%,-5%[57.1 µM],?
Cc1ccc(C(=O)CSc2nnc(-c3cccs3)n2C)o1,-9%,?,0%,-1%,-17%,0.4%,1%,-1%,-1%
Cc1nc2ccc(S(=O)(=O)N(C)CC(=O)Nc3ccc(Br)c(C)c3)cc2s1,20%,-26%,.,.,5%,1.4%,-13%,-2%,.
COc1ccc(C(=O)Nc2ccc3oc(Cc4ccc(Cl)cc4)nc3c2)cc1OC,20%,?,0%,5%,12%,0.3%,-12%,6%,5%
CC(C)C[C@H](NC(=O)C1CC(=O)N(c2ccc3c(c2)OCO3)C1)C(=O)NC1CCCC1 (stereo not given in full),12%,?,4%,4%,-2%,2.6%,?,1%,3%
COc1ccc(N2CCN(C(=O)CSc3ncn[nH]3)CC2)cc1,12%,-10%,1%,7%,-1%,-2.8%,-3%,8%,4%
CCCCCCCCNc1ncnc2[nH]ncc12,13%,-6%,0%,-12%,-1%,.,-4%,4%,-5%
Cc1ccc(S(=O)(=O)Nc2ccnc3ccccc23)cc1,2%,-11%,-2%,0%,-33%,0.9%,0%,-9%,.
CC(=O)c1ccc(N2CCN(S(=O)(=O)c3c(C(=O)N4CCCCC4)c(C)n(C)c3C)CC2)cc1,-8%[57.1 µM],2%,-1%,-11%,6%[56.9 µM],-1.4%,0%,-6%[57.1 µM],-5%
COc1cccc(/C=C/C(=O)NCC2CCCCC2)c1,13%,-14%,1%,-5%,21%,.,234%[activator],20%,-4%
O=C(CN1CCN(c2ccccc2)CC1)Nc1ccc2c(c1)CCC2,18%[57.1 µM],-3%,-1%,2%,-2%,1.7%,-18%,-5%[57.1 µM],1%
Cn1c(SCC(=O)c2ccc3c(c2)Cc2ccccc2-3)nnc1-c1cccc(N)c1,-10%,-22%,-2%,4%,-13%,-5.0%,-13%,-2%,-8%
O=[N+]([O-])c1ccc(O)c(Nc2c([N+](=O)[O-])ccc3nonc23)c1,-20%,-15%,-7%,6%,3%,-8.2%,?,-20%,4%
CCN(CC)S(=O)(=O)c1cccc(-c2nnc(SCC(=O)NC)n2N)c1,-10%,-18%,-1%,-4%,-12%,2.3%,-15%,-12%,1%
Nc1nc(SCC(=O)NC2CCCC2)[nH]c(=O)c1NC(=O)c1cccs1,19%,-24%,0%,-3%,4%[11.4 µM],0.0%,-26%,3%,3%
CCOc1ccc(C2CC(=O)n3nc(-c4ccc(C)cc4)nc3S2)cc1OC (stereo not given),6%,-19%,-2%,-11%,-9%,0.5%,-11%,7%,-7%
CS(=O)(=O)c1ccc(Sc2nc3ccccc3s2)c([N+](=O)[O-])c1,40µM*,-19%,-19%,3%,-25%,1.2%,.,-4%,1%
CC1(C)Cc2c(sc(/N=C/N3CCCCCC3)c2C#N)C(C)(C)N1,8%[57.1 µM],0%,-4%,0%,-15%,0.3%,0%,-11%[57.1 µM],0%
Cc1cc(F)ccc1S(=O)(=O)N1CCCCC1CCNC(=O)C(=O)NCc1ccccn1 (stereo not given),-4%,-14%,2%,5%,-13%,0.4%,0%,-8%,7%
O=C(CSc1nc2ccccc2c(=O)n1-c1ccc(F)cc1F)Nc1ccc(N2CCOCC2)cc1,0%,-11%,1%,5%,17%,0.3%,10%,-9%,-10%
CC1=C(C(=O)Nc2ccccc2)C(c2ccc[nH]2)n2ncnc2N1 (stereo not given),40µM*!,?,?,.,-27%,-0.2%,-8%,-3%[57.1 µM],.
CCCNC(=O)NC(=O)CSc1nnc(-c2c[nH]c3ccccc23)o1,17%[57.1 µM],-12%,-5%,0%,-27%,2.9%,12%,5%[57.1 µM],2%
O=C(CCc1nnc2ccc(NCc3ccccc3Cl)nn12)NC1CCCC1,16%,-13%,1%,0%,8%,9.0%,-26%,-2%,2%
O=C(NCc1ccc(Cl)cc1)NCC(F)(F)F,11%,-18%,0%,1%,?,1.8%,-17%,5%,1%
COc1ccc(C(=O)c2cc3c(cc2[N+](=O)[O-])OCCO3)cc1,8%[57.1 µM],3%,-4%,-3%,24%,2.3%,-13%,-7%,0%
O=c1[nH]c(=O)n(Cc2ccccc2)c2c1CCC2,20%,-4%,-1%,3%,-27%,-2.4%,8%,-1%,1%
CCCCC(c1nnnn1C1CCCC1)N1CCN(C(=O)c2ccco2)CC1 (stereo not given),10%[57.1 µM],-2%,1%,3%,-16%,-1.8%,?,6%[57.1 µM],7%
Cc1cc(C)nc(NC(=O)CSc2nc3ccccc3o2)n1,12%[57.1 µM],-16%,-2%,3%,-28%,1.7%,?,2%[57.1 µM],-1%
Cc1cccc(NS(=O)(=O)c2ccc(C(=O)N3CCN(c4ccccc4O)CC3)cc2)c1C,-8%,-6%,-9%,-1%,10%,-2.2%,337%[activator],-14%,-7%
O=C(NS(=O)(=O)c1ccc(Cl)cc1)c1ccccc1,17%,-16%,4%,0%,-5%,-2.1%,1%,3%,1%
CC1(c2nnc(-c3ccncc3)o2)CC(c2ccccc2)=NO1 (stereo not given),3%,-35%,3%,0%[38.3 µM],-7%,.,17%,1%,-4%
CCCNC(=O)COCc1cc(-c2ccc3c(c2)OCO3)on1,?,-23%,1%,9%,10%,2.7%,-8%&-36%,6%,-1%
CCC(C(=O)Nc1ccc(C(C)=O)cc1)n1c(C)c2cnn(-c3ccccc3)c(=O)c2c1C (stereo not given),8%,-23%,0%,0%,0%,0.8%,?,-2%,8%
CN(Cc1ccc(Cl)cc1)C(=O)CCl,6.3µM*,-25%,-1%,11%,-17%,2.1%,-1%,3%,-1%
Nc1nc2ncc(CNc3ccc(C(=O)N[C@@H](CCC(=O)O)C(=O)O)cc3)nc2c(=O)[nH]1,1%,-2%,-2%,-7%,0%,16%,103%[activator],6%,-2%
O=C(COc1ccc(S(=O)(=O)NC2CCCCC2)cc1)NC1CCCC1,11%,-19%,0%,7%,-13%[56.9 µM],0.4%,-4%,-3%,0%
CC1CCCC(C)N1C(=O)COC(=O)c1ccc(Br)o1 (stereo not given),11%,3%,0%,2%,9%,.,13%,-2%,2%
COC(=O)c1ccc(C(=O)OC)c(NC(=S)N2CCN(c3cc(Cl)ccc3C)CC2)c1,27%,-9%,2%,7%,-4%,0.9%,5%,19%,1%
Cn1c2ccccc2c2cnn(CC(=O)O)c(=O)c21,-5%,-4%,1%,1%,5%,7.9%,-26%,7%,-6%
Cc1c(C(=O)Nc2ccccn2)sc2nc3n(c(=O)c12)CCC3,28%,-13%,0%,7%,10%,4.3%,122%[activator],-2%,-5%
CCCS(=O)(=O)c1nc(S(=O)(=O)c2ccc(C)cc2)c(N2CCN(CC)CC2)s1,3%,-11%,1%,-7%,26%,?,-6%,2%,3%
ONC(=Nc1cccc(C(F)(F)F)c1)c1cccnc1,31%,-4%,0%,9%,-12%,-0.5%,-80%,6%,8%
O=S(=O)(NC(=NC1CCCCC1)c1ccccc1)c1ccc(F)cc1,-6%,-10%,-1%,5%,-39%,-2.0%,310%[activator],-3%,2%
Oc1ccc[n+](/C=C\c2ccccc2)c1,-45%,-13%,4%,3%,-46%,0.2%,-5%,5%,9%

# The closing four records of the part before are carried over, then new ones follow.
SMILES,rTrxR1 inhibitor,USP1-UAF1 inh,Vif-APOBEC3G blk,mIDH1 inhibitor,RGS4 inhibitor,RXFP1 agonist,ALOX12 inh,TrxR1 substrate,Vif-A3F inh
CCCS(=O)(=O)c1nc(S(=O)(=O)c2ccc(C)cc2)c(N2CCN(CC)CC2)s1,3%,-11%,1%,-7%,26%,?,-6%,2%,3%
ONC(=Nc1cccc(C(F)(F)F)c1)c1cccnc1,31%,-4%,0%,9%,-12%,-0.5%,-80%,6%,8%
O=S(=O)(NC(=NC1CCCCC1)c1ccccc1)c1ccc(F)cc1,-6%,-10%,-1%,5%,-39%,-2.0%,310%[activator],-3%,2%
Oc1ccc[n+](/C=C\c2ccccc2)c1,-45%,-13%,4%,3%,-46%,0.2%,-5%,5%,9%
O=C(NCN1C(=O)C2C3C=CC(C3)C2C1=O)Nc1ccccc1O (stereo not given),30%[57.1 µM],-9%,-1%,13%,-14%,-0.4%,-3%,-7%[57.1 µM],10%
COc1ccc(/C=C/C(=O)Nc2nonc2NC(C)=O)cc1,-5%,-20%,-2%,0%,13%,0.1%,16%,-5%,2%
O=C(NCC(=O)N1CCN(C(=O)c2ccco2)CC1)c1ccc(Br)cc1,8%,-6%,-2%,-11%,?,-2.3%,4%,4%,-5%
O=C(CN1CCc2ccccc21)Nc1ccc2c(c1)OCCCO2,16%,-20%,-5%,2%,-18%,2.0%,87%[activator],3%,2%

# High-throughput results: PubChem BioAssay, National Center for Advancing Translational Sciences (NCATS)
